NPR2 activator: GC-B (human) receptor activation; P20594; HEK293-GC-B cells, CNP EC30, cGMP TR-FRET; 0% at EC30 CNP, 100% saturating CNP; activation, % at 10 µM; actives 0.11% (n = 370,000); AID 1920062;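 active means activation at 10 µM reaching about 35% in either raw or pattern-adjusted values, limit read from the data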
GC-A act: GC-A (human) enzyme activation. HEK293 GC-A cells, cGMP TR-FRET, EC30 ANP; 0% at EC30 ANP, 100% saturating ANP. actives 0.14% (n = 370,000). AID 1671463. P16066. activation, % at 10 µM; in the data active means activation above about 40%
ASAP1 GAP inh: ASAP1 ArfGAP inhibition; ASAP1-stimulated ARF1 GTP hydrolysis, GDP FP detection; Q9ULH1; actives 0.19% (n = 360,000); AID 624377; inhibition, % at 16.5 µM; in the data active means inhibition above about 25%;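 further: 0% = vehicle with enzyme and substrate and 100% = no enzyme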
mABHD4 FP: inhibits mouse alpha/beta hydrolase domain 4; Q8VD66; purified mABHD4, FP-Rh probe fluorescence polarization; inhibition, % at 8.92 µM; actives 0.54% (n = 370,000);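 active means inhibition exceeding the mean over every tested compound plus 3 SD, cut at about 30% in these data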;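 further: 0% = plate median of compound wells and 100% = S159A mutant with DMSO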
Target sequence (Q8VD66 whole entry, looked up, the tested form may be a part): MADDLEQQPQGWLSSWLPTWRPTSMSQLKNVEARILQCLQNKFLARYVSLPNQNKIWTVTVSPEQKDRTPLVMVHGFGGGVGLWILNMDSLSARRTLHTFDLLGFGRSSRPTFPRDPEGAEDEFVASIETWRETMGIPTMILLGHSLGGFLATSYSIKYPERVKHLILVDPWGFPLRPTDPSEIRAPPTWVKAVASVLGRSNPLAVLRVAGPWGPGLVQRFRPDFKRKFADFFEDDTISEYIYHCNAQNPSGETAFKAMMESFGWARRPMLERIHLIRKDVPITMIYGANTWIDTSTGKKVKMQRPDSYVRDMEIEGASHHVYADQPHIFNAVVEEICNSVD
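assay system = mABHD4 protein | compound dosing = single nominal dose of 8.92 µM, 0.89% DMSO final | read-out basis = percent inhibition of probe binding, normalized to plate controls | schedule = Enzyme–compound pre-incubation 45 min, then probe 60 min, both 25 °C | detection = fluorescence polarization, excitation 525 nm, emission 598 nm, BODIPY TMR filters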
PG9 Ab binder: small molecules binding HIV-1 gp120 antibody PG9. AID 624416. TR-FRET gp120-PG9 antibody binding. actives 0.43% (n = 360,000). inhibition, % at 6.7 µM; in the data active means inhibition above about 8.5%
NR1D1 modulator: Rev-erb alpha (human) modulation; Rev-erbα–FITC-DNA binding, fluorescence polarization, 90 min; activity, % at 10 µM; actives 0.79% (n = 370,000);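 active means activity above about 14%, limit read from the data; passing the limit was not always enough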;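 further: 0% = DMSO wells with 35 nM protein and 100% = DMSO wells with 750 nM protein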
Target sequence (P20393 whole entry, looked up): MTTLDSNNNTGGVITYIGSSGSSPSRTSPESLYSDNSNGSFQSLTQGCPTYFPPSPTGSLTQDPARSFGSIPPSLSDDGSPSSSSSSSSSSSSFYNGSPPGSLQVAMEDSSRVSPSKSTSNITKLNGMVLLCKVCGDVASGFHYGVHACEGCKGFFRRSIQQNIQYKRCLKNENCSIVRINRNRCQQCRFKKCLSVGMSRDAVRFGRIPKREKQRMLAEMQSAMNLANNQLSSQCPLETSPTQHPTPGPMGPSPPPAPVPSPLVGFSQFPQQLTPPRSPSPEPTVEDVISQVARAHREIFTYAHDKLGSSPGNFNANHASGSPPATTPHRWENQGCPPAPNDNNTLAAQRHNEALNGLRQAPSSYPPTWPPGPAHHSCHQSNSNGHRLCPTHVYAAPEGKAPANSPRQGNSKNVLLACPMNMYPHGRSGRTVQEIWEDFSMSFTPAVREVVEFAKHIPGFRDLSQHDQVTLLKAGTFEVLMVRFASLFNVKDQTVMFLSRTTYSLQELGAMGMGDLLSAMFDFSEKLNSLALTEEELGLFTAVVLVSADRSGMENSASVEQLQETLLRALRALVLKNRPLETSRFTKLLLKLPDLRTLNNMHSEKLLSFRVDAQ
rCAG RNA binder: r(CAG) repeat RNA binding. inhibition, % at 3 µM. actives 1.3% (n = 370,000). TO-PRO-1 dye displacement fluorescence. AID 651821;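 active means inhibition above the plate cutoff, the mean of all test compounds on that plate plus 3 SD, cut at about 35% in these data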;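 further: 0% = DMSO alone and 100% = 100 µM mitoxantrone as full dye displacement; higher means more dye released from RNA so lower well fluorescence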
ARFGAP1 inh: inhibitors of rat ARFGAP1 | inhibition, % at 16.5 µM | Q62848 | actives 0.26% (n = 360,000) | AID 651572 | Arfgap1-stimulated ARF1 GTP hydrolysis, GDP FP detection;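 active means inhibition above a per-plate limit, mean inhibition of low control wells plus 3 SD, cut at about 25% in these data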;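 further: 0% = DMSO wells with enzyme and 100% = wells lacking Arfgap1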
Target sequence (Q62848 1-136 limits assumed): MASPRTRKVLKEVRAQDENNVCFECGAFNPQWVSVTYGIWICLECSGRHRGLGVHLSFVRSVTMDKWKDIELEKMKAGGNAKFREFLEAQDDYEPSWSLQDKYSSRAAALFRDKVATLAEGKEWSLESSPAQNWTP
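System: truncated rat Arfgap1 GAP domain / Benchmarks: high control wells lacking Arfgap1, low control full reaction with DMSO / Times: compound-enzyme preincubation 20 min, reaction 120 min, detection 60 min, 25 °C / Repeats: one replicate per compound / Also added: human ARF1(Δ1-17)-GTP substrate / Measured by: Tracer-displacement fluorescence polarization with EDTA stop, 620/688 nm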
SMARCA2 act: activators of SMARCA2 function. MG213 cells, MMTV-luciferase reporter, dexamethasone, overnight. activation, % at 9.1 µM. actives 1% (n = 370,000). AID 652017; in the data active means activation above about 7.8%;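 further: 0% = vehicle wells and 100% = reference activator wells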
HTRA1 inh: inhibitors of human serine peptidase HTRA1; Q92743; recombinant HTRA1, FP-rhodamine activity-based probe, fluorescence polarization; inhibition, % at 5.96 µM; actives 0.5% (n = 340,000); AID 504803; in the data active means inhibition above about 36%;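 further: 0% = enzyme with DMSO and 100% = wells lacking enzyme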
* marks the source's active call; other numbers are inactive results; · = no result given.

SMILES	NPR2 activator	GC-A act	ASAP1 GAP inh	mABHD4 FP	PG9 Ab binder	NR1D1 modulator	rCAG RNA binder	ARFGAP1 inh	SMARCA2 act	HTRA1 inh
O=C(Nc1ccc(Cl)cc1)C1C2CCC3C(CCC21)C3(Cl)Cl (stereo unspecified)	5	0	0	-28	0.4	-1	3	2	1	-32
Cc1ccc(-c2nnn3c2nc(Cl)c2ccccc23)cc1	-4	18	14	0	-0.2	-2	3	12	2	-5
O=C(CSc1nnc(CNC(=O)c2cccc(C(F)(F)F)c2)o1)NC1CCCC1	-3	-3	-6	2	-1.9	3	-3	3	-2	-2
CCN(CC(=O)NCc1ccc(F)cc1)C(=O)c1ccc(COc2ccccc2)cc1	1	2	-7	-2	-3.3	0	-6	2	1	-22
COCc1nc2ccccc2n1CCc1ccccc1	-1	-3	-13	8	-1.4	5	-3	-9	0	3
O=C(CSc1ncn[nH]1)NNC(=O)c1ccccc1	5	1	1	-11	-1.0	-3	3	8	-1	7
NC(=O)c1cc(S(=O)(=O)N2CCOCC2)ccc1N1CCCC1	6	2	-1	9	3.6	5	-3	5	-4	-1
CC(=O)c1c(COC(=O)c2ccc(Cl)cc2)nc2ccccc2[n+]1[O-]	-3	-1	6	-1	1.4	3	-7	15	-3	4
COc1ccccc1CNS(=O)(=O)c1cccc2nsnc12	1	1	-1	0	-1.0	0	-4	9	-1	-1
Cc1ccc(C(=O)N2CCN(C(=O)c3ccccc3)C2c2ccc(N(C)C)cc2)cc1 (stereo unspecified)	2	-2	6	-2	-0.8	5	-6	-2	-3	3
CCc1cccc(C)c1NC(=O)CSc1nnc(C)o1	0	0	1	-2	-0.2	-2	-1	1	0	1
O=C(NCCNCCO)C1(C(F)(F)F)C/C(=C\Cc2ccccc2)CCCO1 (stereo unspecified)	4	1	-3	6	-1.4	-9	-2	-7	0	-2
CC(C)(C)C1CCC(OCC(O)CN2CCCC2)CC1 (stereo unspecified)	1	0	-14	-6	-2.6	0	2	-5	1	3
C#CC[N+]1(CC#Cc2ccccc2)CCOCC1	-3	-4	2	0	-1.5	-3	-1	-1	-2	-1
O=C(CCCn1c(=O)[nH]c2cc(Cl)ccc2c1=O)NC1CCCCCCC1	-13	-12	-2	6	0.1	6	-2	5	-2	-5
CCN(CC)CCN1C(=O)C(=O)/C(=C(/O)c2c(C)[nH]c(C(=O)OC)c2C)C1c1ccc(OC)cc1 (stereo unspecified)	2	-3	13	-2	-1.8	0	0	12	2	-2
COc1ccc2c(CC(=O)Nc3ncc(C)s3)coc2c1	3	1	7	-1	-0.3	-5	3	5	29*	-9
CCOc1ccccc1N=C1NC(=O)CS1	4	5	-4	2	0.4	-6	7	4	-4	2
COc1cc2cc(/C=C/C(=O)c3ccco3)c(Cl)nc2cc1OC	-17	-10	0	-7	1.1	-1	9	4	5	-17
C=CCN1C(=O)C(Cc2ccc(SC(F)F)cc2)SC1=Nc1ccc(C(=O)O)cc1 (stereo unspecified)	-2	2	-5	-14	1.1	6	30	-4	2	-26
Cc1cnc(C(=O)N2CCCC(N3CCN(c4ccccc4C)CC3)C2)cn1 (stereo unspecified)	-4	2	-1	2	-0.2	2	-7	2	-4	2
COc1ccc(CC(=O)N2CCN=C2SCc2ccc([N+](=O)[O-])cc2)cc1	-1	-3	0	-2	0.7	-3	-1	4	1	1
COc1ccc(NC(=O)N(C)C[C@H]2OCc3cnnn3CCCC(=O)N([C@@H](C)CO)C[C@H]2C)cc1	0	3	7	4	-2.1	-2	0	-13	-5	3
CC(C(=O)Nc1ccc(F)c(F)c1F)N1CCCCCC1 (stereo unspecified)	0	4	13	0	-2.2	-5	1	-6	-4	-2
Cc1cccc(C(=O)NNC(=O)c2ccc(S(=O)(=O)N3CCOCC3)cc2)c1	-4	4	-8	-7	-1.1	3	1	7	2	5

(further entries)
SMILES	NPR2 activator	GC-A act	ASAP1 GAP inh	mABHD4 FP	PG9 Ab binder	NR1D1 modulator	rCAG RNA binder	ARFGAP1 inh	SMARCA2 act	HTRA1 inh
Cc1ccccc1OCCC(=O)Nc1cccc(S(=O)(=O)Nc2ccccc2Cl)c1	-1	-5	2	-41	-0.1	8	31	-2	-1	-29
Cc1ccc(NC(=O)CCN2CCCCC2)cc1	-3	-1	-10	-5	-2.9	-1	1	3	-9	-5
CC(=O)N1CCN(S(=O)(=O)c2cccc(C(=O)Nc3nccs3)c2)CC1	1	-2	4	3	-0.4	4	0	12	1	3
CCCCCCCCCCCC(=O)NC(Cc1ccc(OC)c([N+](=O)[O-])c1)C(=O)O (stereo unspecified)	0	2	1	-6	-0.7	0	44*	1	-3	-16
CCCCNC(=S)NNC(=O)c1ccoc1C	-2	-1	4	-3	-1.1	4	-1	8	0	7
CCCCOP(=O)(c1ccc(N(C)C)cc1)C(O)c1cc(OC)c(OC)c(OC)c1 (stereo unspecified)	-1	-2	-9	1	-0.4	-8	-11	3	-4	3
CC(NC(=O)COc1ccc(Br)cc1)C1CCCO1 (stereo unspecified)	0	1	-5	-9	-0.9	-2	-8	2	1	7
Cc1cc(C)cc(NC(=S)N(CCN(C)C)Cc2cccs2)c1	-5	-6	-2	4	0.1	-2	-6	16	-3	1
COC(=O)C1=C(C)N(Cc2ccccc2C(F)(F)F)C(=NCc2ccccc2)NC1c1ccc(C(F)(F)F)cc1 (stereo unspecified)	-3	-8	3	11	-0.6	-4	2	25*	0	·
NS(=O)(=O)c1ccc(CCNc2nc(CN3CCOCC3)nc3sc4c(c23)CCC4)cc1	7	0	-3	-13	-2.8	2	3	4	2	7
Cc1c(NC(=O)C(C)OC(=O)CC2Sc3ccccc3NC2=O)c(=O)n(-c2ccccc2)n1C (stereo unspecified)	3	1	0	0	-0.2	-4	-4	-12	2	-2
CCCN(C(=O)c1cn(CC)c2nc(C)ccc2c1=O)c1c(N)n(Cc2ccccc2)c(=O)[nH]c1=O	2	1	0	2	1.9	0	-1	9	-3	-6
CCOC(=O)CC[C@H]1CC[C@]2(CCCN(C3CCCCC3)C2)O1	-1	3	·	0	·	1	0	·	-2	·
Cc1ccc(-n2c(=O)c3sccc3n(Cc3cc(=O)n4ccccc4n3)c2=O)cc1	5	1	-15	7	-1.1	-4	-3	3	-2	0
COc1cccc(-c2ccnc3[nH]n(-c4ccccc4)c(=O)c23)c1	3	0	-2	0	-3.2	0	0	-7	-4	-1
CC(C)(C)C1CCC(=O)N(CCSc2ccccc2)CC1 (stereo unspecified)	-1	1	1	-11	-2.2	4	-7	-8	3	-8
COc1ccc(NC(=O)c2cccc(C#N)c2)cc1NS(=O)(=O)c1ccc(F)cc1	-1	-2	-9	-7	-1.1	-4	4	-3	-2	-56
COc1ccc(CC(=O)NC(=S)Nc2ccc(S(=O)(=O)NC(C)(C)C)cc2)cc1	-3	-2	20	-26	0.1	-4	3	5	-1	-57
Cc1sc2nc(CSC(C)C(=O)Nc3cc(S(C)(=O)=O)ccc3Cl)[nH]c(=O)c2c1C (stereo unspecified)	-1	6	4	6	1.3	2	21	-1	-1	-5
Cc1cc(F)ccc1NC(=O)CCCN(C)S(=O)(=O)c1ccc(F)cc1	0	4	-9	-2	-1.4	4	-1	-4	0	-2
Cc1ccsc1C1C2=C(CC(C)(C)CC2=O)Nc2ncnn21 (stereo unspecified)	0	12	8	4	-1.1	3	7	17	-3	4
C[C@@H](c1ccccc1)N1C[C@H](COCc2ccccc2)Oc2cc(N3CC[C@H](N(C)C)C3)ccc2S1(=O)=O	1	-4	1	13	-2.1	-1	1	-14	-5	·
COc1cc(OC)c(N(C)S(=O)(=O)c2cccc(C(=O)OCC(=O)NCc3ccco3)c2)cc1Cl	-2	3	-3	-1	-0.7	0	8	8	-3	-21
Cc1cc2c(C)nc(N/N=C/c3ccc(F)cc3)nc2o1	-5	-2	-12	-3	-2.7	-3	1	4	-1	6
CCOc1cc(N2CCOCC2)c(OCC)cc1NC(=O)c1ccc(C)s1	-1	4	3	2	-2.2	-1	-6	12	-2	0

Later entries
SMILES	NPR2 activator	GC-A act	ASAP1 GAP inh	mABHD4 FP	PG9 Ab binder	NR1D1 modulator	rCAG RNA binder	ARFGAP1 inh	SMARCA2 act	HTRA1 inh
CC(C)C(=O)Nc1ccc2c(c1)nc(CCN1CCCCC1)n2C	-4	3	-3	2	1.2	7	-2	6	3	0
O=C(Cc1ccc(Cl)cc1)N1CCC2(CC1)NCCc1[nH]cnc12	2	0	-2	0	-0.3	0	0	6	6	6
Cc1ccc(-c2nnc(NC(=O)CCS(=O)(=O)c3ccccc3)o2)c(C)c1	-2	-7	1	2	1.2	-4	2	9	0	4
Cc1cc(=O)oc(C)c1C(=O)NCCN(C)Cc1ccccc1	6	-1	6	-2	-0.2	1	-5	7	-1	5
COCCN1C(=O)CSCC1(C)C(=O)Nc1c(C)cccc1C (stereo unspecified)	2	2	2	2	-3.9	8	2	2	-2	·
CCOc1cc(S(=O)(=O)NCc2ccco2)c(OCC)cc1-n1cnnn1	5	6	-1	3	0.0	-1	-5	5	-1	-3
CCCc1nc2c(C)cc(Br)cn2c1Cc1ccccc1C(F)(F)F	-7	-6	7	11	-1.2	-5	5	14	-3	·
Cc1cc(C)cc(OCC(=O)OCC(=O)Nc2ccc(Cl)cn2)c1	-2	-1	-2	7	-0.8	8	-2	8	0	-8
Cc1c(C(=O)NCc2ccccn2)sc(=O)n1Cc1ccc(-c2ccccc2)cc1	-9	24	-9	-8	0.9	6	2	2	1	·
COc1cccc(NC(=O)CN(C)C(=O)c2cc3c(s2)CCC3)c1	-2	-2	-8	5	0.5	-36	30	-8	-2	·
CCCOc1ccc(/C=N/NC(=O)c2ccc(Cn3cc([N+](=O)[O-])cn3)o2)cc1	-5	-7	23	-10	-1.9	-12	-2	26*	4	-7
Cc1ccc(CN2C(=O)C(F)(F)Oc3ccc(C)cc32)cc1	1	-1	-6	-2	0.4	-1	-1	-5	5	·
CC1Cc2ccccc2N1c1ncnc2c1nnn2Cc1ccccc1 (stereo unspecified)	12	4	-1	-4	1.2	1	0	-7	0	-2
C#CCN1C(=O)[C@]2(OCCC=C[C@H]2C)c2ccccc21	4	-2	13	-4	-0.4	7	2	14	0	·
COCCn1c(=S)[nH]c2cc(C(=O)N3CCC(C(N)=O)(N4CCCCC4)CC3)ccc2c1=O	1	2	-2	-2	0.2	6	-5	-8	-4	2

Reformatted with bars between the fields: entries from further up
mol | NPR2 activator | GC-A act | ASAP1 GAP inh | mABHD4 FP | PG9 Ab binder | NR1D1 modulator | rCAG RNA binder | ARFGAP1 inh | SMARCA2 act | HTRA1 inh
COc1ccc(CC(=O)NC(=S)Nc2ccc(S(=O)(=O)NC(C)(C)C)cc2)cc1 | -3 | -2 | 20 | -26 | 0.1 | -4 | 3 | 5 | -1 | -57
Cc1sc2nc(CSC(C)C(=O)Nc3cc(S(C)(=O)=O)ccc3Cl)[nH]c(=O)c2c1C (stereo unspecified) | -1 | 6 | 4 | 6 | 1.3 | 2 | 21 | -1 | -1 | -5
Cc1cc(F)ccc1NC(=O)CCCN(C)S(=O)(=O)c1ccc(F)cc1 | 0 | 4 | -9 | -2 | -1.4 | 4 | -1 | -4 | 0 | -2
Cc1ccsc1C1C2=C(CC(C)(C)CC2=O)Nc2ncnn21 (stereo unspecified) | 0 | 12 | 8 | 4 | -1.1 | 3 | 7 | 17 | -3 | 4
C[C@@H](c1ccccc1)N1C[C@H](COCc2ccccc2)Oc2cc(N3CC[C@H](N(C)C)C3)ccc2S1(=O)=O | 1 | -4 | 1 | 13 | -2.1 | -1 | 1 | -14 | -5 | ·

Source: PubChem BioAssay (several laboratories)
